Screening results deposited in PubChem by several laboratories.
IDE inh – human IDE inhibitors in live cells, primary screen, fluorescence polarization, HEK cells, FAbetaB substrate; Insulin-degrading enzyme (Homo sapiens), P14735; FAbetaB cleavage; inhibition, % at 5.59 µM; 0.41% of 320,000 active; AID 434962, 2010;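 active = percent inhibition above the average of all tested compounds plus 3 SD, set per screening campaign, cut at about 16% in these data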;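 also: IDE supplied by intact live HEK cells; FP after avidin binding of uncleaved biotin substrate so inhibition keeps polarization high; 0% = DMSO wells and 100% = 60 µM reference IDE inhibitor Ii1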
CRFBP-R2 block – antagonists of CRF-BP/CRF-R2 complex, primary screen, cell-based, HEK293, calcium dye fluorescence, uHTS | CRF-induced calcium fluorescence | inhibition, % at 11.8 µM | 0.59% of 350,000 active | AID 588475, 2011;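 active = inhibition of the ligand-induced calcium signal above about 50% at the single tested concentration, limit read from the data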
IDE act – human IDE activators in live cells, primary screen, fluorescence polarization, HEK cells, FAbeta-B substrate | Insulin-degrading enzyme (Homo sapiens), P14735 | FAbeta-B cleavage; 0% vehicle, 100% cell-free pure enzyme wells | activation, % at 5.96 µM | 0.073% of 340,000 active | AID 493087, 2011;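 active = activation above the mean of all tested compounds plus 3 SD, set per screening campaign, cut at about 17% in these data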
GalR3 antag – GalR3 antagonists in HEK293 cells, primary screen, cell-based, fluorescence readout; inhibition, % at 3 µM; Galanin receptor type 3 (Homo sapiens), O60755; HEK293 GalR3-CNG cAMP membrane potential fluorescence; galR3 body fused to GalR1 C-terminus; 0.44% of 360,000 active; AID 651719, 2012;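 active = inhibition above the screen-wide average plus 3 SD, cut at about 13% in these data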;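 also: forskolin and galanin both at EC90 stimulate the cells; cAMP rise reported by CNG channel membrane potential dye signal; 0% = forskolin plus galanin with DMSO and 100% = forskolin alone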
Target sequence (O60755 1-299 limits assumed): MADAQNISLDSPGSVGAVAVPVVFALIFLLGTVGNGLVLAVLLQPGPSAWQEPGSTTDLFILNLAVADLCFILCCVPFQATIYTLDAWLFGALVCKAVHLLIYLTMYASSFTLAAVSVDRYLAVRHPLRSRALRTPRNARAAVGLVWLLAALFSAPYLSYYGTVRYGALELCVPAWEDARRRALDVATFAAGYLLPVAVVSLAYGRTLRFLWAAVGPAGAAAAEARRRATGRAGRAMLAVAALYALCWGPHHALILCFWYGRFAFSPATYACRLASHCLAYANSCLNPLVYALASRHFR
VIM-2 inh – VIM-2 metallo-beta-lactamase inhibitors, primary screen, biochemical, epi-absorbance readout, Pseudomonas aeruginosa enzyme; inhibition, % at 5.6 µM; 0.89% of 290,000 active; purified VIM-2, nitrocefin hydrolysis, epi-absorbance fluorescence;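 active = inhibition above the mean of all tested compounds plus 3 SD, cutoff set per screening run, cut at about 7.5% in these data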;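 also: red hydrolysis product quenches plate fluorescence so inhibitors raise well fluorescence; 0% = enzyme with DMSO and 100% = DMSO without enzyme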
SUMO HTRF inh – inhibitors of in vitro SUMOylation cascade, primary screen, biochemical, HTRF, uHTS | inhibition, % at 35 µM | AID 2006, 2009 | SUMO-conjugating enzyme UBC9 (Homo sapiens), P63279 | HTRF SUMOylation assay, SAE1/SAE2 + UBC9 | 0.36% of 290,000 active; in the data active = inhibition above about 50%, passing the limit was not always enough; also: strong numbers were not always called active
Target sequence (P63279 whole entry, looked up): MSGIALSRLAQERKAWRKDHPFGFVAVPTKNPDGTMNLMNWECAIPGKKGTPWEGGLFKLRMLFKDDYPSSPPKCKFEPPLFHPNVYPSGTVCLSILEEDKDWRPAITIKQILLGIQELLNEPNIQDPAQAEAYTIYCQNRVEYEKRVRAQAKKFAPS
NS3 helicase inh – inhibitors of HCV NS3 helicase, primary screen, biochemical, Cy5 molecular beacon fluorescence; Hepatitis C virus NS3 helicase; NS3 helicase DNA unwinding; inhibition, % at 10.9 µM; 0.56% of 290,000 active; AID 1800, 2009;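 active = inhibition above the mean of all tested compounds plus 3 SD, set per campaign, cut at about 35% in these data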;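 also: 0% = DMSO wells and 100% = thioflavine S control wells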
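Compound dosing – single dose, 10.9 µM nominal final, DMSO 0.8% final · System – NS3 helicase fragment of HCV · Buffer or medium – MOPS pH 6.5, MgCl2, DTT, Tween20, BSA · Signal – Cy5 beacon fluorescence read at start and 1 h · Also added – annealed dual-labelled DNA beacon duplex, ATP-started · Schedule – 1 h at 25 °C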
p-CIP stab down – p/CIP-EGFP fusion destabilizers, primary screen, fluorescence, F442A cells; decrease of EGFP signal, % at 10 µM; 16 h; 0.01% of 290,000 active; Q05BA5;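 active = EGFP signal decrease of at least 30% at 10 µM or well 3 SD below plate mean, unless failing retest; inactive = the rest, including hits failing retest or dose response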; also: some compounds called inactive have numbers as strong as hits; many of its hits are not listed in these tables
IMP-1 inhibitor – IMP-1 metallo-beta-lactamase inhibitors, primary screen, biochemical, epi-absorbance readout, Pseudomonas aeruginosa enzyme. 0.45% of 290,000 active. purified IMP-1, nitrocefin hydrolysis, epi-absorbance fluorescence. AID 1556, 2009. inhibition, % at 5.6 µM;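 active = inhibition above the mean plus 3 SD of all compounds in the same screening run, cut at about 4.5% in these data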;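 also: 0% = IMP-1 with DMSO and 100% = DMSO wells lacking enzyme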
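System: Purified IMP-1 | Read-out basis: Percent enzyme inhibition | Controls: IMP-1 with DMSO as 0%, enzyme-free DMSO as 100% | Replicates: One well per compound | Doses: 5.6 µM nominal single concentration | Detection: Epi-absorbance fluorescence, 480 nm excitation, 530 nm emission | Incubation: 25 °C, 15 min preincubation, 25 min reaction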
Numbers without * were called inactive; / = not tested or not shown.

IDE inh,CRFBP-R2 block,IDE act,GalR3 antag,VIM-2 inh,SUMO HTRF inh,NS3 helicase inh,p-CIP stab down,IMP-1 inhibitor,Compound
0.2,-9.4,5.5,-10.7,-0.9,-1.5,3.6,5.3,-1.9,O=C(NNC(=O)c1ccc(Cl)cc1Cl)c1cccs1
4.6,/,/,/,-1.6,-0.8,-4.3,-1.2,-3.8,CC(C)c1ccc(C(=O)NNC(=O)C2C3CCC(C3)C2C(=O)O)cc1 (stereo not given)
6.6,9.5,1.0,-0.1,-1.6,3.2,-6.9,9.7,-2.6,C=CCNC(=O)c1ccc(Sc2ccccc2)c([N+](=O)[O-])c1
1.1,6.2,3.5,3.1,1.7,-0.3,15.9,-13.1,-1.9,Cc1nc2scc(C)n2c(=O)c1S(=O)(=O)Nc1ccc(N2CCN(C(=O)C(C)C)CC2)cc1
-7.2,-4.3,0.1,-2.4,-3.0,-106.0,8.7,-13.4,-3.6,CCCCOc1cccc(C(=O)NNC(=S)NC2CCCCC2)c1
1.1,0.6,3.8,-0.6,/,/,/,/,/,COc1ccc(-c2nn(-c3ccccc3)cc2C(=O)NC2CC2)cc1
4.4,9.6,2.7,-5.1,-2.9,14.2,7.3,-2.4,-3.1,O=C(c1ccc(F)cc1)N1CCCC(C(=O)N2CCN(c3ccccc3)CC2)C1 (stereo not given)
5.9,-31.2,-6.6,0.5,-0.3,-0.2,6.8,-17.3,7.8*,O=S(=O)(Nc1ccc2c3c(cccc13)CC2)c1ccc(F)cc1
2.2,-1.4,7.4,12.4,-1.8,1.0,-3.5,2.5,-1.5,O=S(=O)(NCc1ccc(Cl)cc1)c1cccc2cccnc12
-0.1,27.1,4.6,-3.4,/,/,/,/,/,N#CC1(NC(=O)CSc2n[nH]c(-c3ccccc3)n2)CCCCC1
0.8,-8.0,-4.2,/,-2.7,13.2,-3.2,-4.0,-1.4,O=C(CSc1ccc(Cl)cc1)Nc1nnc(-c2cccc([N+](=O)[O-])c2)s1
4.9,-16.3,4.2,5.3,-2.3,8.8,7.8,-4.2,0.4,CCOc1ccccc1NC(=O)NS(=O)(=O)c1ccc(C)cc1
3.9,-4.3,1.9,-0.9,-2.5,-1.6,2.7,8.0,-1.9,COc1ccccc1CNC(=O)COc1ccc(C)nc1[N+](=O)[O-]
1.1,-44.6,5.0,-1.2,1.2,11.2,-3.2,-3.6,-0.8,CN1CC=C2C(C#N)=C(N)C(C#N)(C#N)C(Cc3ccccc3)C2C1 (stereo not given)
3.2,5.2,6.0,-8.5,-1.6,13.8,5.3,-5.2,-3.2,Cc1ccc2[nH]c(=O)c(COC(=O)c3cccs3)cc2c1
-1.0,3.1,-2.1,-9.8,-1.7,5.7,13.6,0.0,-0.6,NC(=O)c1ccc(NC(=O)CCCNC(=O)c2ccc(Cl)cc2)cc1
-4.5,-3.6,-0.4,-2.0,-1.7,21.6,6.3,-11.8,-1.4,CCOC(=O)c1[nH]c2ccc(OC)cc2c1NC(=O)CN1CCSCC1
6.5,38.5,-4.2,-7.5,-1.2,-17.8,5.2,5.2,-0.6,CC(NC(=O)c1cccc2ccccc12)c1ccc2c(c1)CCCC2 (stereo not given)
-4.8,/,/,/,3.5,34.1,31.4,2.9,3.3,COc1ccc2c(c1)OCC1=C2CCC2(C)C(=O)CC=C12 (stereo not given)
3.7,-9.7,-0.1,3.3,-0.2,-0.9,-14.6,-19.6,-3.8,Cc1ccc(C(=O)CSc2nnc(COc3ccccc3)o2)cc1
-9.8,-5.3,-1.2,-4.1,0.3,-1.0,16.9,-5.2,-0.6,Cc1nnc(NC(=O)C2CC(=O)N(c3ccccc3)C2)s1 (stereo not given)
1.6,10.3,-0.1,-7.5,-0.8,4.1,-1.2,-5.0,-1.2,O=C(c1ccc(NS(=O)(=O)c2ccc(Cl)cc2)cc1)N1CCOCC1
0.1,-5.3,7.9,-13.8,-2.1,-3.4,0.2,6.4,-3.9,CCOC(=O)C1(CC2CCCCO2)CCN(S(=O)(=O)c2c(C)nn(C)c2C)CC1 (stereo not given)
0.9,26.1,5.0,1.5,-1.6,41.7,-8.9,-5.8,-3.5,CSc1ccc(/C=C(/NC(=O)c2ccc(C)cc2)C(=O)Nc2cccc(C)c2)cc1

Printed as active in IMP-1 inhibitor (from the list above):
IDE inh,CRFBP-R2 block,IDE act,GalR3 antag,VIM-2 inh,SUMO HTRF inh,NS3 helicase inh,p-CIP stab down,IMP-1 inhibitor,Compound
5.9,-31.2,-6.6,0.5,-0.3,-0.2,6.8,-17.3,7.8*,O=S(=O)(Nc1ccc2c3c(cccc13)CC2)c1ccc(F)cc1

Later entries:
IDE inh,CRFBP-R2 block,IDE act,GalR3 antag,VIM-2 inh,SUMO HTRF inh,NS3 helicase inh,p-CIP stab down,IMP-1 inhibitor,Compound
-0.4,5.9,-5.5,-0.8,0.5,-16.0,20.0,4.1,-1.5,CC(C)n1c2ccccc2c2nnc(SCC(=O)Nc3ccccc3C(=O)O)nc21
0.5,6.6,1.5,-5.7,-0.6,19.1,9.6,-18.2,-0.6,CCOC(=O)C1(CC2CCCCO2)CCN(Cc2nccn2-c2cccc(C)c2)CC1 (stereo not given)
1.2,1.5,/,0.3,-3.7,13.4,0.7,-1.9,-2.7,C/C(=N\NC(=O)c1ccccn1)c1ccc(Cl)cc1
-1.1,-75.9,1.7,/,/,10.7,/,-28.2,/,Cc1noc(C)c1S(=O)(=O)NC1CCN(Cc2ccccc2)CC1
6.4,8.0,1.2,3.0,-0.6,-1.1,5.1,-6.3,-1.9,O=C(CSc1ncnc2ccccc12)NCCCO
-0.6,-9.6,-0.8,-4.0,-2.6,0.9,-1.6,-2.1,-3.6,Cc1ccc(-c2noc(-c3ccccc3C(=O)NCc3ccco3)n2)cc1
0.1,14.9,-1.1,-7.1,-2.1,-9.6,-0.2,1.4,-2.4,O=C(O)c1ccc(-c2ccccc2)[nH]c1=O
-0.6,1.1,-1.1,7.3,0.0,1.3,-0.1,14.1,0.7,CCOc1ccc(NC(=S)N2CCCCCC2)cc1
4.9,-4.1,2.3,-8.2,-3.1,-7.1,-4.7,2.0,-5.0,CC(C)[C@@H](C(=O)NCc1ccco1)N1C(=O)N2CCc3c([nH]c4ccccc34)[C@@]2(C)C1=O
-2.0,-3.4,3.8,-6.7,/,/,/,/,/,O=S(=O)(NC1=NCCCCC1)c1ccc(Cl)cc1Cl
-0.5,-20.7,3.8,-4.5,12.2*,-0.2,-11.3,16.3,-2.0,CN1CCN(c2nc(Nc3ccc(O)cc3)nc3ccccc23)CC1
2.7,7.2,-1.0,-3.0,/,/,/,/,/,O=S(=O)(NCc1ccccc1)[C@@H]1CC2C=CC1C2 (stereo not given in full)
0.6,-4.2,9.8,-4.0,/,/,/,/,/,CC(C)(C)OC(=O)N[C@@H](C(=O)OC(C)(C)C)c1ccc(Br)cc1
-4.1,-7.0,0.7,-0.4,-1.6,5.3,3.0,-4.1,-1.1,OCCNc1nc2ccccc2nc1NCCO
9.0,-5.2,-2.6,2.1,0.1,31.0,4.8,-4.7,-0.7,COc1ccc(OC)c(/C=N/NC(=O)Cn2ccnc2C)c1
3.6,-14.2,3.5,-6.5,-4.0,6.6,-26.4,-1.1,-2.1,O=C(Nc1nnc(CCN2CCCCC2)s1)c1ccccc1Cl
-1.0,-9.3,-3.6,-0.8,-3.8,21.8,1.1,-7.5,-2.9,O=C(CN1CCN(C(c2ccccc2)c2ccccc2)CC1)N1CCOCC1
-1.2,34.1,2.5,-4.5,-0.4,11.7,0.7,0.1,-1.4,CC(CCc1ccccc1)NC(=O)c1cccc([N+](=O)[O-])c1 (stereo not given)
4.7,-51.0,-0.2,-5.3,0.5,14.6,8.6,-15.2,-2.0,Cc1ccc(OCCSc2ncnc3sc(C)c(C)c23)cc1C
-0.1,-9.1,6.1,-2.2,-1.3,-10.3,6.6,-4.6,-1.1,CCN1CCN(C(=O)c2cccc(OC3CCN(S(=O)(=O)N(C)C)CC3)c2)CC1
-0.9,107.6*,-1.4,-1.4,-1.1,22.4,-0.7,-8.2,-1.5,Cc1ccc(N=Nc2ccc(O)c(P(=O)(c3ccccc3)c3ccccc3)c2)cc1
-4.1,-7.5,3.6,-2.6,-1.0,-3.3,-4.1,-5.6,0.3,CCOC(=O)C1=C(N)c2ccccc2CC1C(C)C (stereo not given)
0.0,-11.2,3.2,-1.0,-1.6,7.8,-3.0,6.5,-0.1,Cc1ccc(NC(=O)COC(=O)[C@H](C)N2C(=O)C3CC=CCC3C2=O)cc1S(=O)(=O)N(C)C (stereo not given in full)
6.5,-0.9,4.3,-4.7,/,/,/,/,/,COc1ccc(NC(=O)Nc2cccc3c2O[C@H](CN(C)C(=O)Nc2ccc(OC)cc2)[C@@H](C)CN([C@H](C)CO)C3=O)cc1
4.2,-1.3,-1.7,-1.0,/,/,/,/,/,CCCSc1ccc([C@@H]2[C@H]3C(=O)N(C)C(=O)[C@H]3[C@]3(C(=O)OC)CCCN23)cc1OC
3.7,20.4,5.3,-2.5,-0.3,-3.5,-0.6,0.7,-0.3,CNC(=O)c1nnn(Cc2ccccc2)c1NC(C)=O
0.9,0.5,1.4,-4.5,-1.3,4.8,-0.9,3.8,-2.4,O=C(NCCCl)Nc1cc([N+](=O)[O-])ccc1Cl
-0.2,-15.8,-4.5,-8.7,-1.2,11.4,-13.3,-6.4,-0.8,NC(=O)c1ccccc1NC(=O)CSc1nc2c(c(=O)[nH]1)CCCC2
1.1,-5.0,-2.6,-0.6,-1.0,-27.5,-1.8,2.2,-0.8,COc1ccc(C(=O)CSc2ccc(-c3ccc(C)cc3)nn2)cc1
5.3,0.3,0.2,-7.9,-2.3,15.2,13.3,-10.2,-1.3,Cn1c(=O)c2c(ncn2CCOc2ccc(F)cc2)n(C)c1=O
1.0,16.8,0.3,-5.1,-2.5,-7.6,4.2,7.8,-3.4,CCc1ccc(OCc2nnc(SCC(=O)NCc3ccco3)o2)cc1
3.1,-0.5,3.4,-9.5,-3.7,4.6,30.4,1.3,-5.0,Cc1ccc(-c2c(CC(=O)O)c(C)nc3sc4c(c23)CCCC4)cc1
0.4,-8.0,4.5,-4.1,0.5,18.2,0.5,-2.7,-3.1,CCN1CCN(C(=O)c2nn(-c3ccc(OC)cc3)c(=O)c3c2c2ccccc2n3C)CC1
-2.6,-9.0,-12.5,-3.6,2.3,2.2,15.0,-12.2,0.1,Cc1[nH]c2c([N+](=O)[O-])cccc2c1C
